DRD3 antagonist: qHTS of D3 Dopamine Receptor Antagonist: qHTS | D(3) dopamine receptor (Homo sapiens), P35462 | D3R cells, DiscoveRx beta-arrestin luminescence, antagonist mode; stronger effect = lower value | max response, negative = inhibition, % | 2.5% of 360,000 active | AID 652054, 2013; in the data active = max response below about -50%; inconclusive = no clear call, values can overlap the other calls; also: % is scaled to controls: 0 for no effect and ±100 for the full control effect; mostly tested at two doses, the higher about 12 µM
Target sequence (P35462 whole entry, looked up): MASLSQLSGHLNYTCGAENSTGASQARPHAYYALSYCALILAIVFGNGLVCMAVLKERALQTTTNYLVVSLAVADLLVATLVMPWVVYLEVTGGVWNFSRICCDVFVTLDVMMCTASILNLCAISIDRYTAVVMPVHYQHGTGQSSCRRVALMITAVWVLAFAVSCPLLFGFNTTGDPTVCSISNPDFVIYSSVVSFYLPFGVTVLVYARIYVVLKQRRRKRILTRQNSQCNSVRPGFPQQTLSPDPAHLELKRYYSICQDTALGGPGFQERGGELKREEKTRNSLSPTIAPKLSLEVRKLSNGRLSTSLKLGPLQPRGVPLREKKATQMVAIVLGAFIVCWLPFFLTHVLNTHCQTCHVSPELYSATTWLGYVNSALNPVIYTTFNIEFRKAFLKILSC
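Cells plated overnight at 1500 cells/well, then exposed to library compounds with dopamine controls for 90 minutes at 37 degrees C. DiscoveRx reagent added for 30–60 minutes at room temperature; luminescence read, quantitative HTS format.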
EPAC2 agonist: qHTS for Agonist of cAMP-regulated guanine nucleotide exchange factor 4 (EPAC2): primary screen | Rap guanine nucleotide exchange factor 4 (Homo sapiens), Q8WZA2 | EPAC2 activation, biochemical qHTS; response scale: 100% = 6.5 mM cAMP response | Potency, µM (highest dose often 154 µM), for inactives: at the top dose activation, actives largely listed as activators | 0.079% of 360,000 active | AID 720711, 2013; also: potency is read from the fitted curve at half-maximal effect; nearly all actives have a fitted effect of over 50% in size
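Guanine nucleotide exchange by EPAC2 is measured as reduced fluorescence of BODIPY-GDP once it is released from 250 nM Rap1B. Plates are read kinetically for 30 min at room temperature; results are scaled to 6.5 mM cAMP.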
EPAC2 antagonist: qHTS for Antagonist of cAMP-regulated guanine nucleotide exchange factor 2 (EPAC2): primary screen. EPAC2 GEF exchange of Rap1B-BODIPY-GDP, fluorescence. Potency, µM (doses to about 114 µM), without a hit: top-dose activity, negative = inhibition, actives largely listed as inhibitors. 0.18% of 360,000 active; also: potency is read from the fitted curve at half-maximal effect; % is scaled to controls: 0 for no effect and ±100 for the full control effect; nearly all actives have a fitted effect of over 45% in size; many of its hits are not listed in these tables
TDP-43 yeast inh: qHTS of TDP-43 Inhibitors; TDP-43 expressing yeast growth rescue, BacTiter-Glo, 24 h; Potency, µM (doses to about 46.1 µM), for inactives: at the top dose growth rescue (activation), actives largely listed as activators; 1.8% of 410,000 active; AID 652104, 2013; also: potency is read from the fitted curve at half-maximal effect; % of control where 0% means no effect; nearly all actives have a fitted effect of over 50% in size
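Cell-based yeast growth screen: TDP-43 expression induced in galactose, inoculum OD600=0.02 after raffinose pregrowth to mid-log. Read-out BacTiter-Glo luminescence at 24 hr, 30 deg C; inhibition of toxicity seen as signal increase.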
D3 ag: qHTS of D3 Dopamine Receptor Agonist: qHTS. 0.58% of 410,000 active. max activation, %. D(3) dopamine receptor (Homo sapiens), P35462. D3R DiscoveRx beta-arrestin cells, luminescence, 90 min; in the data active = max activation above about 30%; also: 0% is about no effect; mostly tested at two doses, the higher about 12 µM
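Agonist mode: compounds and dopamine controls were applied to plated cells for 90 min at 37 degrees C after an overnight attachment at 1500 cells/well. Luminescent read-out followed 30 - 60 minutes at room temperature with DiscoveRx detection reagent.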
FUS suppressor: qHTS for Suppressors of FUS Proteinopathy: Primary screen using FUS-linked yeast assay; 0.24% of 390,000 active; S. cerevisiae FUS-expressing, growth rescue, OD600, 24 h; AID 1347120, 2019; Potency, µM (top dose mostly 76.6 µM), for inactives: top-dose growth rescue (activation), usual class: activators;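 also: potency is read from the fitted curve at half-maximal effect; plate controls were DMSO vehicle for no effect and reference control for full effect; nearly all actives have a fitted effect of over 55% in size; some results filed as inactive show a strong effect at the top dose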
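Steps: raffinose overnight preculture; dilution to OD 0.005 in 2% galactose minimal medium; compound addition (concentration series); 24hr at 30C, 99% humidity; absorbance read at 600 nm.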
Abeta yeast res: qHTS for compounds that reverse cellular toxicity of Amyloid beta (A-beta) peptide in yeast: Primary Screen; yeast expressing A-beta42, growth rescue, OD600, 48 h; response scale: 0% DMSO, 100% iron-clioquinol control; Potency, µM (series often up to 46.1 µM), for inactives: at the highest dose growth rescue, actives largely listed as activators; 0.063% of 410,000 active; also: potency is read from the fitted curve at half-maximal effect; nearly all actives have a fitted effect of over 55% in size
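Growth rescue measured by 600 nm absorbance after 48 h yeast culture at 30 C with compound. Values normalized between DMSO and an equimolar ferric chloride plus clioquinol control.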
aSyn rescue: qHTS of alpha-syn Inhibitors | Potency, µM (top dose mostly 46.1 µM), for inactives: at the top dose growth rescue (activation), hits mostly activators | 0.14% of 370,000 active | AID 652106, 2013 | Yeast expressing alpha-synuclein, growth rescue, BacTiter-Glo, 24 h; also: potency is read from the fitted curve at half-maximal effect; % of control where 0% means no effect; nearly all actives have a fitted effect of over 65% in size
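Screening used galactose-induced yeast with toxic alpha-synuclein levels, exposed to compound for 24 hr at 30 deg C. Cell growth, read with BacTiter-Glo luminescence, gave the measured signal.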
* hit, by the source's call; ? = inconclusive; · = not tested or not shown; & = joins results of further samples; [ ] = another dose, or the depositor's remark. Unless noted, calls follow the shape of the dose curve; as a rule, active = well fitted curve in the direction sought with a large enough effect; inconclusive = small, poorly fitted or top-dose-only effect, or another doubt; inactive = no such curve, though single readings can be large; an effect the other way counts as inactive or inconclusive.

SMILES	DRD3 antagonist	EPAC2 agonist	EPAC2 antagonist	TDP-43 yeast inh	D3 ag	FUS suppressor	Abeta yeast res	aSyn rescue
O=C(NN1C(=O)/C(=C\c2ccc(O)c([N+](=O)[O-])c2)SC1=S)c1ccccc1Cl	-3	5%	?	1%	-9	5%	-31%[inhibitor]	7%
CCNC(=O)C(=O)Nc1cc2c3c(c1)CCC(=O)N3CCC2	-5	3%	20%	24%	2	-23%	-6%	1%
Cc1ccc(/C=N/NC(=O)C2(O)c3ccccc3-c3ccccc32)o1	16	-2%	12%	?	3	·	16%	3%
CN1CCCC1CCNS(=O)(=O)c1ccc(Br)cc1 (stereo unspecified)	0	8%	10%	0%	3	-10%	12%	7%
COc1cc2[nH]c(=O)n(CCC(=O)N3CC=C(c4ccccc4)CC3)c(=O)c2cc1OC	7	-2%	0%	3%	-1	8%	14%	11%
COc1ccccc1C(CNC(=O)c1ccc(NS(=O)(=O)c2ccc(F)c(C)c2)cc1)N(C)C (stereo unspecified)	14	22%	18%	0%	4	21%	-2%	-2%
Cc1cc(OCC(=O)N2CCN(c3ccccc3)CC2)c2c(C)cc(=O)oc2c1	4	-1%	3%	5%	-13	-16%	·	0%
CC(C)Cc1cc(C(=O)O)c2ccccc2n1	27	5%	2%	-10%	0	13%	-2%	-3%
O=c1cc(-c2ccccc2)oc2ccccc12	4	6%	0%	19%	-10&8	-14%	-20%	1%
O=C(CSc1nnc(-c2ccncc2)n1Cc1ccccc1)NC1CCCCC1	4	6%	-1%	-5%	-7	-22%	0%	1%
COCCn1c(CN(C)Cc2ccccc2)nc2c1c(=O)n(C)c(=O)n2C	14	-4%	-7%	13%	1	-29%	0%	-4%
c1ccc(-c2noc(-c3ccc4ccccc4c3)n2)nc1	21	10%	-3%[57.1 µM]	20%	-2	17%	-5%	-7%
C=CCNCCCCOc1c(Cl)cc(C)cc1Br	18	4%	4%	4%	-3	-24%	4%	·
COc1cc(OC)cc(C(=O)NC2CC(C)(C)NC(C)(C)C2)c1	-7	7%	-3%	-4%	-4	14%	-1%	-3%
CCOC(=O)[C@H]1[C@H]2COc3ccc(OC)cc3[C@@H]2N2C(=O)c3ccc(F)cc3NC(=O)[C@@]12C	12	13%	10%	19%	6	13%	-2%	1%
CCC(C)N(C(=O)COC(=O)CNC(=O)c1sc2ccccc2c1Cl)C1CCS(=O)(=O)C1 (stereo unspecified)	-23	12%	-5%	15%	-2	·	6%	3%
COc1ccc(C(=O)N2C(=O)c3ccc(N)cc3C2=O)cc1	-10	12%	6%	24%	3	2%	-3%	-1%
COc1ccc(S(=O)(=O)N(Cc2ccco2)Cc2cc3ccccc3[nH]c2=O)cc1	23	8%	-8%	-10%	-2	-1%	-2%	3%
COc1cc(OC)cc(-c2c(-c3ccc(F)cc3)c3cc(-c4cccc5[nH]ccc45)ccc3n2C)c1	11	-2%	-11%	15%	5	30%	-2%	1%
O=C(Nc1ccccc1Cl)Oc1ccc(Cl)cc1Cl	0	-1%	-13%	4%	3	-30%	-1%	-1%
CC(=O)Nc1cccc(C(=O)N/N=C/c2ccc(C)o2)c1	13	7%	0%	8%	2	-14%	-6%	3%
Cc1cccc(NC(=O)COC(=O)CN2C(=O)c3ccccc3C2=O)c1C	9	3%	6%	14%	1	-47%[inhibitor]	-2%	5%
CCCS(=O)(=O)c1ncc(Cl)c(C(=O)Nc2c(C(=O)c3ccccc3)oc3ccccc23)n1	·	·	·	14%	3	1%	-5%	·
CS(=O)(=O)c1cccc(C(=O)Nc2cccc(S(=O)(=O)N3CCCC3)c2)c1	14	-7%	-1%	-19%	26	10%	-3%	-1%
Cc1cc(N2CCCCCC2)n2nc(C)c(-c3ccccc3)c2n1	36	1%	-6%	12%	2	-24%	?	4%
Additional entries follow:
SMILES	DRD3 antagonist	EPAC2 agonist	EPAC2 antagonist	TDP-43 yeast inh	D3 ag	FUS suppressor	Abeta yeast res	aSyn rescue
Cc1ccc(NC(=O)CSCC(=O)Nc2cc(S(=O)(=O)N3CCOCC3)ccc2OC(C)C)cc1	-13	12%	-7%	5%	-4	19%	24%	-2%
CC(C)(C)OC(=O)N1CCC(c2c(C(=O)O)cnn2-c2ccccc2Cl)CC1	-19	12%	1%	-18%	-3	23%	-2%	7%
C=CCOc1ccc(/C(O)=C2\C(=O)C(=O)N(CCCOC)C2c2ccncc2)cc1 (stereo unspecified)	31	7%	-5%	11%	-3	30%	7%	2%
CCn1nnnc1SCC(=O)Nc1cccc(C)n1	8	1%	8%	-21%	4	4%	7%	-1%
COc1ccc(NC(=O)CSc2nccn2C2CCCC2)cc1OC	·	·	·	8%	8	-5%	-19%	·
O=C(Nc1cc(S(=O)(=O)N2CCCCC2)ccc1Cl)C1COc2ccccc2O1 (stereo unspecified)	24	11%	11%	25%	-4	·	-12%	-2%
CC(C)CN(C(=O)c1ccc(=O)n(C)n1)c1c(N)n(Cc2ccccc2)c(=O)[nH]c1=O	-1	-3%	3%	11%	-2	-8%	8%	0%
O=C(Nc1cccc(Cl)c1)N1CCSc2cc(Cl)ccc21	-4	5%	1%	1%	0	28%	-11%	2%
Cc1ccc(-c2c3c(=O)n(C)c(=O)n(C)c3cn2CCCN2CCOCC2)cc1	25	-8%	-3%	-8%	0	-5%	-4%	-6%
O=C(OCc1ccccc1)N1CCC2CC1c1cc(-c3ccc4c(c3)OCO4)ccc12 (stereo unspecified)	17	1%	9%	9%	0	8%	-2%	7%
Cc1nc2c(C(=O)N3CCCC3)cnn2c(C)c1Cc1c(F)cccc1Cl	-15	5%	-2%	-15%	6	-3%	8%	-6%
Cc1cccc(NC(=O)Cn2c(=O)n(CC3CCCO3)c(=O)c3ccccc32)c1 (stereo unspecified)	1	1%	2%	-7%	-12	19%	5%	-11%
O=C(Nc1nnc(SCc2cc(=O)c3ccccc3[nH]2)s1)c1ccccc1	·	·	·	-2%	8	-8%	-9%	·
CCn1c(-c2ccc(N(C)C)cc2)nc2ccccc21	-15	-2%	11%[57.1 µM]	2%	17	11%	14%	-6%
CC1=C(C(=O)OC(C)C)C(c2ccccc2Cl)CC(=O)N1 (stereo unspecified)	-5	-3%	0%	19%	-4	10%	11%	11%
CC1C2CC(C(CN(C)C)/C2=N/O)C1(C)C (stereo unspecified)	10	-6%	-1%	-7%	0	22%	-5%	-2%
C/C(=N/NC(=O)CNC(=O)C1COc2ccccc2O1)c1ccc([N+](=O)[O-])cc1 (stereo unspecified)	-15	3%	-2%	10%	0	-1%	-2%	2%
Cn1c2ccccc2c2c(=O)oc3ccccc3c21	0	3%	3%	?	19	-18%	3%	1%
Cc1cc(NC(=O)CSc2nnc(-c3ccc([N+](=O)[O-])cc3)o2)no1	5	7%	-14%	10%	-1	7%	-7%	-8%
COc1ccccc1CNC(=O)C(=O)NCC(c1cccnc1)N1CCN(c2ccccc2)CC1 (stereo unspecified)	·	·	·	20%	5	12%	16%	·
CCOCCCn1c(SCC(=O)Nc2ccccc2CC)nc2ccccc2c1=O	·	·	·	12%	-8	-5%	1%	·
CCc1c(C)nc2nc(SCc3ccccc3)[nH]n2c1=O	3	4%	2%	-1%	3	10%	4%	-2%
Cc1nc2c(OCCOc3ccc(F)cc3)cccn2c1N(C)C(=O)CCC1CCCC1	27	16%	-27%	35%	7	26%	-3%	10%
CCCCOC(=O)c1ccc(NC(=O)c2c(OC)cccc2OC)cc1	?	19%	-15%	23%	-3	24%	-6%	-7%
O=C1OCCN/C1=C\C(=O)c1ccc(Cl)cc1	-5	9%	-6%	-29%	-5	9%	-11%	-5%

Copied from the listing, four compounds:
SMILES	DRD3 antagonist	EPAC2 agonist	EPAC2 antagonist	TDP-43 yeast inh	D3 ag	FUS suppressor	Abeta yeast res	aSyn rescue
CC1C2CC(C(CN(C)C)/C2=N/O)C1(C)C (stereo unspecified)	10	-6%	-1%	-7%	0	22%	-5%	-2%
C/C(=N/NC(=O)CNC(=O)C1COc2ccccc2O1)c1ccc([N+](=O)[O-])cc1 (stereo unspecified)	-15	3%	-2%	10%	0	-1%	-2%	2%
Cn1c2ccccc2c2c(=O)oc3ccccc3c21	0	3%	3%	?	19	-18%	3%	1%
Cc1cc(NC(=O)CSc2nnc(-c3ccc([N+](=O)[O-])cc3)o2)no1	5	7%	-14%	10%	-1	7%	-7%	-8%

Following part
SMILES	DRD3 antagonist	EPAC2 agonist	EPAC2 antagonist	TDP-43 yeast inh	D3 ag	FUS suppressor	Abeta yeast res	aSyn rescue
O=C(O)C1CCCCC1C(=O)Nc1cccc(C(=O)N2CCCCC2)c1 (stereo unspecified)	-8	-9%	20%	0%	-7	-11%	-18%	1%
CCCCN1CC(O)=C(c2nc3ccccc3s2)C1=N	-22	12%	-4%	-8%	-3	27%	4%	20%
CN(C(=O)COc1ccccc1C(=O)NCCOc1ccccc1)c1ccccc1	12	12%	-6%	17%	30*	·	-12%	-2%
COc1ccc(S(=O)(=O)N2CCCC(C(=O)NC3CCCCC3)C2)cc1 (stereo unspecified)	21	-10%	-1%	-16%	2	13%	-5%	3%
Cc1cc(NC(=O)COC(=O)C(Nc2ccc(C(F)(F)F)cc2Cl)C(C)C)no1 (stereo unspecified)	-18	-3%	-23%	23%	2	24%	-10%	19%
CCOc1ccc(C2NC(=O)NC(C)=C2C(=O)OC)cc1C (stereo unspecified)	0	-1%	-3%	9%	-5	-10%	-5%	1%
Cc1ccccc1Nc1nc(N)nc(CSc2nc3ccccc3s2)n1	-4	2%	-2%	20µM*	15	·	-8%	4%
Cc1ccccc1-c1nc(C(N)=O)c2c(n1)n(-c1ccc3c(c1)OCO3)c(=O)n2C	·	·	·	-4%	-4	-2%	-15%	·
CC(NCc1cccnc1)c1ccccc1 (stereo unspecified)	3	11%	-5%	-8%	-3	20%	-5%	8%
O=S(=O)(c1ccc(Cl)nc1)N1CCCCC1	-10	11%	1%	11%	-9	-4%	-13%	1%
CCOC(=O)c1nc(-c2ccccc2)oc1N(C)C	-27	-10%	3%	-12%	-15	16%	-12%	-20%
O=C(CC(NS(=O)(=O)c1ccc(Cl)cc1)c1ccco1)NC1CCCC1 (stereo unspecified)	12	0%	-4%	6%	-2	-4%	14%	2%

Some of the compounds tested; rates above refer to the full screens.
